High-throughput results from PubChem.
B2AR arrestin – recruits beta-arrestin to the human beta2-adrenergic receptor. P07550. beta-arrestin recruitment to beta2AR, cell-based reporter. Potency, µM (top dose mostly 46.1 µM), for the others: at the highest dose activation, usual class: activators. 0.02% of 330,000 active;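 note: potency is the fitted concentration of half-maximal effect; 0% = DMSO controls and full agonism = EC100 isoproterenol or metaproterenol; nearly all actives have a fitted effect of over 65% in size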
KCNH2 3.1 inh – blocks the human KCNH2 3.1 channel isoform; U2OS KCNH2 3.1, thallium flux FluxOr; active compounds read low; activity change, % (tested at about 1.8 µM); 0.95% of 340,000 active; AID 720553;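 active = maximum activity change below -70%; inconclusive = maximum activity change from -70% to -50%; inactive = maximum activity change above -50%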;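 note: thallium influx rate constant from kinetic fluorescence after stimulation buffer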
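Virally transduced U2OS (3.1 isoform, 4 h infection in dark at RT) → overnight 37 C → FluxOr + Red40 in HBSS/HEPES, 45 min → stimulation buffer, 2 min kinetic read → rate constant vs DMSO controls.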
hERG WT inh – KCNH2 (human, wildtype) channel inhibition. activity change, % at 1.84 µM. 0.37% of 340,000 active. U2OS, BacMam KCNH2, thallium flux FluxOr; active compounds read low. Q12809;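 active = maximum activity change below -70%; inconclusive = maximum activity change between -70% and -50%; inactive = maximum activity change above -50%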
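U2OS cells were transduced with wild-type KCNH2 virus (2.03 x 10^8 / mL) for 4 h at room temperature, then cultured overnight at 37 C. Thallium flux was read with FluxOr dye. Rate constants were normalized to DMSO controls.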
USP2a block – blocks human ubiquitin-specific protease USP2a. O75604. USP2 core, Ub-CHOP2 coupled fluorogenic reporter, 485/531. Potency, µM (highest dose often 38.3 µM), without a hit: at the highest dose activity change, negative = inhibition, most hits filed as inhibitors. 0.01% of 330,000 active;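 note: potency is the fitted concentration of half-maximal effect; plate controls were DMSO wells for no effect and full inhibition by NEM control for full effect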
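Deubiquitinase activity read as fluorescence (485/531 nm) after Ub-CHOP2 cleavage activates the enterokinase reporter on its substrate; USP2 core 10nM, Ub-CHOP2 and substrate 25nM each, 30min compound preincubation then 60min RT; data normalized to NEM, curves fitted.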
GALK inhibitor – inhibitors of human galactokinase. P51570. 0.007% of 270,000 active. Purified GALK, Kinase-Glo residual ATP luminescence. Potency, µM (titrated, usually from 57.5 µM), inactives show top-dose activity change, negative = inhibition, hits mostly inhibitors; note: potency is the fitted concentration of half-maximal effect
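GALK at 5 nM final was combined with compound, 35 uM ATP and 100 uM galactose in HEPES pH8.0 with MgCl2 and DTT. The reaction ran one hour at room temperature before luminescent ATP detection.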
Coupling enz – coupling enzyme interference in Giardia aldolase counter-screen; 0.67% of 290,000 active; AID 2472; coupling enzyme system counterscreen, AmpLite Red fluorescence; activity change, negative = inhibition, % at 58.2 µM, hits read low; in the data active = activity change below about -30%
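Compounds tested against the coupling enzymes alone at 57.5 uM final; readout was AmpLite Red fluorescence (525/598 nm) after 20 min at RT.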
Giardia kill – Giardia lamblia killing. Giardia lamblia trophozoite viability. activity change, % at 7.66 µM, hits read low. 0.15% of 340,000 active. AID 540267; in the data active = activity change below about -80%; inconclusive = between about -30% and that limit;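 note: parasites exposed to compound for two days anaerobically before the ATP read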
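Trophozoites 100 cells/well + cpd; 48 hrs, 37 deg C, anaerobic. ATPLite 1-Step added, 15-30 min RT, luminescence read (ATP-based viability).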
PKM2 activator – PKM2 (human) enzyme activation. Potency, µM (highest dose often 57.5 µM), for inactives: at the highest dose activation, most hits filed as activators. P14618. 0.34% of 260,000 active. AID 1631. purified PKM2, Kinase-Glo ATP luminescence, activation; response scale: 0% is enzyme alone, no compound; note: potency is the fitted concentration of half-maximal effect; nearly all actives have a fitted effect of over 55% in size
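Purified hPK-M2 (>95%) run at intermediate activity with 0.1 mM ADP and 0.5 mM PEP in 50 mM imidazole pH 7.2, KCl, MgCl2; 1 h room temperature. ATP formed read by Kinase-Glo luminescence; normalized to uninhibited and no-enzyme controls.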
BCR signal inh – chronic active BCR signaling inhibition; 0.05% of 340,000 active; ABC-DLBCL IkBa-CBG/CBR reporter, luminescence ratio, 4 h; Potency, µM (top dose mostly 46.1 µM), for inactives: at the top dose ratio change, negative = lower green/red ratio, hits mostly inhibitors; active = well fitted inhibition curve with a large enough effect in the signal ratio, with a control signal flat, not every such curve was filed as active; inconclusive = small, poorly fitted or top-dose-only effect, or effect the other way, or a change in a side signal; the % refers to the signal ratio;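 note: potency is the fitted concentration of half-maximal effect; plate controls were basal doxycycline-induced cells for no effect and cells given 10 µM MG132 for full effect; MG132 reads +100%, hits lower the ratio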
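Compounds up to 46 uM were incubated four hours with TMD8 cells whose green CBG68 luciferase is fused to IkappaBalpha; red CBR luminescence normalised the signal, and concentration-effect curves were fitted to fusion, red and ratio data.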
uPA generation – blocks generation of uPA at the cell surface | 0.31% of 330,000 active | Potency, µM (top dose mostly 38.3 µM), for the others: top-dose activity change, negative = inhibition, hits mostly inhibitors | AID 540303 | cell surface uPA generation assay, qHTS; active = well fitted inhibition curve with a large enough effect; inconclusive = small, poorly fitted or top-dose-only effect; inactive = no such curve, though single readings can be large or run the other way; tested in mouse RAW 264.7 cells; note: potency is the fitted concentration of half-maximal effect; nearly all actives have a fitted effect of over 55% in size
Eya2 inh – Eya2 (human) phosphatase inhibition; O00167; recombinant Eya2, OMFP fluorescence dephosphorylation (OMFP is methylfluorescein phosphate); Potency, µM (doses to about 76.9 µM), inactives show top-dose activity, negative = inhibition, usual class: inhibitors; 0.006% of 330,000 active; note: potency is the fitted concentration of half-maximal effect
Target sequence (O00167 whole entry, looked up): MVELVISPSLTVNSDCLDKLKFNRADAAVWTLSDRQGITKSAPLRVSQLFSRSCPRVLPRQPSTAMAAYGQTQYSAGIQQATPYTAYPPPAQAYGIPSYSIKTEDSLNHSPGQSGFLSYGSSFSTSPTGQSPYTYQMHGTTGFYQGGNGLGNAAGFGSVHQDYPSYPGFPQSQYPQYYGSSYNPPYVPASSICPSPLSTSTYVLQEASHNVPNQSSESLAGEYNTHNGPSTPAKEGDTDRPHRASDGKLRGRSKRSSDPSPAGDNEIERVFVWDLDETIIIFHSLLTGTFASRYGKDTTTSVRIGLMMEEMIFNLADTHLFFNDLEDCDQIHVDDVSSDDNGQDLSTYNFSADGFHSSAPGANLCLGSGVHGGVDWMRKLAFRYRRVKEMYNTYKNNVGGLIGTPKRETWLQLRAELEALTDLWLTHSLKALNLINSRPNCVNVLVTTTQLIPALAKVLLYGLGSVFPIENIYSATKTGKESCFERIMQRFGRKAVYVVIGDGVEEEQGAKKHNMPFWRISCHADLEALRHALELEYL
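Eya2 (0.2 uM) preincubated 10 min at ambient with compound, then OMFP substrate added at 50 uM; 10 min reaction in 50 mM HEPES pH 7.5, 50 mM NaCl, 5 uM MgCl2, 0.05% BSA, 1 mM DTT. Fluorescence read at Ex 485/Em 525 nm.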
Numbers without * were called inactive; ? = inconclusive; · = no result given; & = joins results of further samples. Unless noted, calls come from the whole dose curve; as a rule, active = well fitted curve in the direction sought with a large enough effect; inconclusive = small, poorly fitted or top-dose-only effect, or another doubt; inactive = no such curve, though single readings can be large; an effect the other way counts as inactive or inconclusive. Unless noted, % is set by controls: 0 for no effect and ±100 for the full control effect. Rows were taken by chance; overall some 2.4% were active at least once.

SMILES	B2AR arrestin	KCNH2 3.1 inh	hERG WT inh	USP2a block	GALK inhibitor	Coupling enz	Giardia kill	PKM2 activator	BCR signal inh	uPA generation	Eya2 inh
O=C(C[n+]1ccc(-c2nnc3n2CCC3)cc1)c1ccc(Cl)c(Cl)c1	-0.5%	7	-15	5%	1%	1	0	3%	-21%	2%	-9%
COc1cc(C=O)ccc1OCc1c(C)noc1C	0.1%	8	-6	-1%	1%	2	8	6%	?	-3%	11%
CC(C)C(=O)Nc1c(-c2ccccc2)c(=O)c2ccccc2n1C	-1.0%	-21	-2	9%	-2%	2	-2	1%	-12%	-2%	13%
N#CC1(NC(=O)CN2C(=O)c3ccc([N+](=O)[O-])cc3C2=O)CCCCC1	0.0%	-7	-13	-1%	·	·	-8	·	-1%	1%	2%
O=[N+]([O-])c1cc(S(=O)(=O)NC2=NCCCCC2)ccc1NCC1CCCCC1	0.3%	-9	4	-2%	4%	2	-28	-3%	4%	?	4%
N#C/C(=C\c1ccncc1)c1nc2c(s1)CCCC2	-0.1%	18	-4	2%	10%	1	3	1%	?	-14%	-11%
CCOC(=O)c1cnc2ccc(C(=O)OC)cc2c1NCc1ccco1	-0.2%	·	·	2%	1%	1	·	-1%	?	·	-11%
COc1cc(/C=N/NC(=O)c2ccc(-c3ccccc3)cc2)cc(OC)c1OC	0.0%	-2	1	-2%	·	2	22	-4%	0%	-15%	-2%
COc1ccc(C(=O)COc2ncnc3cc(Cl)ccc23)cc1	8.5%	13	9	1%	-2%	-1	-9	-1%	3%	6%	0%
CCN(C[C@H]1N[C@@](C)(C(=O)OC)[C@H]2C(=O)N(Cc3ccccc3)C(=O)[C@@H]12)C(=O)c1ccc(F)cc1	-1.2%	-34	-3	-1%	·	·	-19	·	2%	-2%	4%
Cc1noc(C)c1NC(=O)Nc1cccc2c1O[C@@H](CN(C)C)[C@@H](C)CN([C@H](C)CO)C2=O	0.0%	12	-13	-1%	·	·	5	·	0%	12%	7%
CCC(C)[C@H](NC(=O)NCc1cccc(OC)c1)C(=O)O (some centres not stated)	0.0%	14	2	2%	5%	3	-7	-4%	5%	·	14%
O=C(CN1C(=O)CSc2ccc(S(=O)(=O)N3CCCCC3)cc21)NCc1cccnc1	-2.5%	1	27	2%	·	2	6	-3%	?	?	-1%
CN(C)c1ccc(P(=O)(OCc2ccccc2)C(O)c2ccccc2)cc1 (configuration not stated)	-0.6%	-4	8	0%	-3%	2	13	0%	-8%	-1%	13%
C=C(C)COc1ccc(-c2n[nH]c(C)c2-c2ccccc2)c(O)c1	-0.3%	2	5	-13%	0%	-2	4	9%	16%	0%	-33%
CCOc1nc(Nc2ccccc2)nc(OCC)n1	-0.3%	3	-19	2%	2%	-3	-15	1%	-1%	-3%	-1%
CCOC(=O)c1cnc(SCC(=O)Nc2nnc(CC)s2)nc1N	-0.9%	4	9	3%	0%	3	3	?	3%	0%	22%
Fc1cccc(C2CCCCN2Cc2nc(C3CC3)no2)c1 (configuration not stated)	-1.0%	-1	-20	-1%	13%	3	15	1%	-2%	5%	-1%
CC1CC(C)CN(C(=O)CSc2nnc(-c3ccco3)o2)C1 (configuration not stated)	-0.2%	-1	16	2%	0%	2	10	-2%	3%	4%	-24%
Cc1ccc(OCC(=O)Nc2ccc(S(=O)(=O)Nc3ccccn3)cc2)cc1C	0.1%	7	1	1%	-1%	1	16	-13%	1%	7%	6%
O=C(Cc1cc(=O)[nH][nH]1)N/N=C/c1c(Cl)cccc1Cl	0.3%&-0.6%	8&13	1&13	0%&4%	-3%&1%	1&1	11&6	28%&19%	3%&5%	-2%&-1%	0%&-2%

Shown with two lines to a compound: entries from further up
Values run as follows: B2AR arrestin, KCNH2 3.1 inh, hERG WT inh, USP2a block, GALK inhibitor, Coupling enz, Giardia kill, PKM2 activator, BCR signal inh, uPA generation, Eya2 inh
> Cc1noc(C)c1NC(=O)Nc1cccc2c1O[C@@H](CN(C)C)[C@@H](C)CN([C@H](C)CO)C2=O
→ 0.0%, 12, -13, -1%, ·, ·, 5, ·, 0%, 12%, 7%
> CCC(C)[C@H](NC(=O)NCc1cccc(OC)c1)C(=O)O (some centres not stated)
→ 0.0%, 14, 2, 2%, 5%, 3, -7, -4%, 5%, ·, 14%
> O=C(CN1C(=O)CSc2ccc(S(=O)(=O)N3CCCCC3)cc21)NCc1cccnc1
→ -2.5%, 1, 27, 2%, ·, 2, 6, -3%, ?, ?, -1%
> CN(C)c1ccc(P(=O)(OCc2ccccc2)C(O)c2ccccc2)cc1 (configuration not stated)
→ -0.6%, -4, 8, 0%, -3%, 2, 13, 0%, -8%, -1%, 13%
> C=C(C)COc1ccc(-c2n[nH]c(C)c2-c2ccccc2)c(O)c1
→ -0.3%, 2, 5, -13%, 0%, -2, 4, 9%, 16%, 0%, -33%
> CCOc1nc(Nc2ccccc2)nc(OCC)n1
→ -0.3%, 3, -19, 2%, 2%, -3, -15, 1%, -1%, -3%, -1%
> CCOC(=O)c1cnc(SCC(=O)Nc2nnc(CC)s2)nc1N
→ -0.9%, 4, 9, 3%, 0%, 3, 3, ?, 3%, 0%, 22%
> Fc1cccc(C2CCCCN2Cc2nc(C3CC3)no2)c1 (configuration not stated)
→ -1.0%, -1, -20, -1%, 13%, 3, 15, 1%, -2%, 5%, -1%
> CC1CC(C)CN(C(=O)CSc2nnc(-c3ccco3)o2)C1 (configuration not stated)
→ -0.2%, -1, 16, 2%, 0%, 2, 10, -2%, 3%, 4%, -24%
> Cc1ccc(OCC(=O)Nc2ccc(S(=O)(=O)Nc3ccccn3)cc2)cc1C
→ 0.1%, 7, 1, 1%, -1%, 1, 16, -13%, 1%, 7%, 6%
> O=C(Cc1cc(=O)[nH][nH]1)N/N=C/c1c(Cl)cccc1Cl
→ 0.3%&-0.6%, 8&13, 1&13, 0%&4%, -3%&1%, 1&1, 11&6, 28%&19%, 3%&5%, -2%&-1%, 0%&-2%
